D2 ag – HTS Assay for Allosteric Agonists of the Human D2 Dopamine Receptor: Primary Screen for Agonists; D(2) dopamine receptor (Homo sapiens), P14416; HEK293 T-REx D2 cells, calcium flux agonist mode; activation, % at 2 µM; 340,000 tested, 0.53% active; AID 485358, 2010;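 active = activation over 3 SD above normal in the single-dose calcium agonist read, cut at about 30% in these data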; also: 0% is about no effect
Target sequence (P14416 whole entry, looked up): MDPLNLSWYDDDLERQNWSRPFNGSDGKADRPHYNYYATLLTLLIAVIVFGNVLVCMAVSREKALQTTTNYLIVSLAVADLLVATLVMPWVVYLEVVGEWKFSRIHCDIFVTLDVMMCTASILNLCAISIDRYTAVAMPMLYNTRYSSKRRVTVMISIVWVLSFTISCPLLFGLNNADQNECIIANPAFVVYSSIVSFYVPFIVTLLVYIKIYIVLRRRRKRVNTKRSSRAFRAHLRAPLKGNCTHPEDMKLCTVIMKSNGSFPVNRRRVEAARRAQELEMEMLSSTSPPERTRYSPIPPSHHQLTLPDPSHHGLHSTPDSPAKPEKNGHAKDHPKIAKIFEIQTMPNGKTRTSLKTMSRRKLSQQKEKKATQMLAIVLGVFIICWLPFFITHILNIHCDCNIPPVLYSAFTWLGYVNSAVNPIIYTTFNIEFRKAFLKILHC
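HEK293 Trex D2 cells, tetracycline-induced, o/n 30 C 5% CO2; no-wash Ca dye, RT 30–90 min; 10-cycle baseline, 23 nl cpd added, kinetic Ca read 180 s; agonist hits = positive Ca response.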
Vif-APOBEC3G blk – qHTS for Inhibitors of Vif-A3G Interactions: qHTS | DNA dC->dU-editing enzyme APOBEC-3G (Homo sapiens), Q9HC16 | HeLa A3G-eYFP + Vif (tagged APOBEC3G with the HIV-1 protein that degrades it), YFP fluorescence, overnight | Potency, µM (highest dose often 46.1 µM), without a hit: top-dose activity, negative = active, most hits filed as inhibitors | 410,000 tested, 0.076% active;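 also: potency is read from the fitted curve at half-maximal effect; % is scaled to controls: 0 for no effect and ±100 for the full control effect; nearly all actives have a fitted effect of over 60% in size; hits raise eYFP signal because A3G escapes Vif-driven loss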
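Read-out is eYFP fluorescence (Ex 488/Em 500-530) from Vif-expressing HeLa A3G-eYFP cells; more signal means A3G escaped Vif-mediated degradation. Cells plated overnight, compound pinned in, incubated overnight at 37 deg C.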
ERG Ets-DNA blk – qHTS for Small Molecule Inhibitors of the ERG Ets/DNA interaction. fluorescence polarization, His-ERG Ets domain / labelled DNA. Transcriptional regulator ERG (Homo sapiens), P11308. 370,000 tested, 0.028% active. Potency, µM (titrated, usually from 76.9 µM), for inactives: at the top dose FP activity, negative = inhibition, most hits filed as inhibitors. AID 624246, 2012; active = well fitted inhibition curve with a large enough effect in the polarisation, with a control signal flat; inconclusive = small, poorly fitted or top-dose-only effect, or effect the other way, or a change in a side signal; inactive = no such curve, though single readings can be large or run the other way; the % refers to the polarisation;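 also: polarization taken with two DNA probes labelled with fluorescein and Texas red; potency is read from the fitted curve at half-maximal effect; % of control where 0% means no effect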
Target sequence (P11308 whole entry, looked up, the tested form may be a part): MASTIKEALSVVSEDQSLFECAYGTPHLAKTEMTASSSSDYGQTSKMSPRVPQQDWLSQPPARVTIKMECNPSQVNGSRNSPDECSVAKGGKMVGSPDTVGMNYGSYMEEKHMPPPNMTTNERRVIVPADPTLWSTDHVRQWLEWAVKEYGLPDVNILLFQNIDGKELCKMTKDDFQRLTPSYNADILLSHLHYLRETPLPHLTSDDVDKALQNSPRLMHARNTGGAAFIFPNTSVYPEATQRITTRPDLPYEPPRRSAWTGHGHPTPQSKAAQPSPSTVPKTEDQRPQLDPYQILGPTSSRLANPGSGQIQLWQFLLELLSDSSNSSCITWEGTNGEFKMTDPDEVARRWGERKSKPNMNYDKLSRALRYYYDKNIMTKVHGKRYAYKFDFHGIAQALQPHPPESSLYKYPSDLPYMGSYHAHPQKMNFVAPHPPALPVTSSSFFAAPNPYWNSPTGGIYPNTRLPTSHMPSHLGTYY
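His-tagged ERG Ets domain (1 uM in the protein solution; 300mM KCl, 50mM Tris-HCl, 1mM EDTA, 1mM DTT, pH 7.5) received compound, then a probe mix of 5 nM fluorescein-DNA and 100nM Texas-615-DNA. Fluorescence polarization was read for both dyes.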
LDHA block – qHTS assay for inhibitors of human lactate dehydrogenase | L-lactate dehydrogenase A chain (Homo sapiens), P00338 | activity change, % (values are at about 110 or 230 µM) | purified LDHA, NADH/diaphorase-resazurin fluorescence; active compounds read low | 480,000 tested, 0.15% active; in the data active = activity change below about -30%; inconclusive = mostly about -25% to -30%;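 also: plate controls were DMSO wells for no effect and wells without enzyme for full effect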
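Enzyme activity of human lactate dehydrogenase 5 (2 nM; 0.06 mM NADH, 0.2 mM pyruvate, 5 min, RT) is measured via a resazurin/diaphorase fluorescence readout of residual NADH.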
RGS4 inh – Inhibitors of Regulator of G Protein Signaling (RGS) 4: qHTS. Regulator of G-protein signaling 4 (Homo sapiens), P49798. Transcreener GDP fluorescence polarization, RGS4-accelerated GTP hydrolysis. Potency, µM (doses to about 114 µM), for inactives: at the highest dose activity change, negative = inhibition, usual class: inhibitors. 390,000 tested, 0.039% active; also: potency is read from the fitted curve at half-maximal effect; % is scaled to controls: 0 for no effect and ±100 for the full control effect; nearly all actives have a fitted effect of over 75% in size; some results filed as inactive show a strong effect at the top dose
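MLSMR compounds (23 nl, pin-transferred) preincubated 10 min at room temperature with a 500nM (2x) first reagent, then RGS4 at 900nM (2x) plus Transcreener GDP mix added; fluorescence polarization (620/688 nm) read before and after 90 min at 30 °C.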
D2 antagonist – HTS Assay for Allosteric Antagonists of the Human D2 Dopamine Receptor: Primary Screen for Antagonists. AID 485344, 2010. inhibition, % at 10 µM. HEK293 TREx D2 cells, calcium flux, dopamine EC80. D(2) dopamine receptor (Homo sapiens), P14416. 340,000 tested, 2% active; in the data active = inhibition above about 30%; also: 0% is about no effect
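Overnight-induced (tetracycline, 30 C) HEK293 T-REx cells carrying force-coupled D2 receive a no-wash calcium dye, then compound, then EC80 dopamine at 180 s; signals are read kinetically throughout.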
Vif-APOBEC3F blk – qHTS for Inhibitors of Vif-A3F Interactions: qHTS | AID 602313, 2012 | HeLa A3F-eYFP + Vif (tagged APOBEC3F with the HIV-1 protein that degrades it), YFP fluorescence increase | Potency, µM (highest dose often 46.1 µM), for the others: at the highest dose activity, negative = active | 390,000 tested, 0.2% active; also: potency is read from the fitted curve at half-maximal effect; % of control where 0% means no effect; nearly all actives have a fitted effect of over 65% in size
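HeLa cells stably expressing A3F-eYFP plus Vif, plated and incubated overnight at 37 deg C, then exposed to compounds overnight at 37 deg C. Blocked degradation read as raised yellow fluorescence (Ex 488/Em 500-530).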
ALOX12 inh – Primary qHTS assay for inhibitors of human arachidonate 12S-lipoxygenase (ALOX12): Round 2. purified 12hLO, xylenol orange hydroperoxide absorbance. Potency, µM (titrated, usually from 108 µM), for inactives: at the highest dose activity change, negative = inhibition, hits mostly inhibitors. 580,000 tested, 1.1% active; also: potency is read from the fitted curve at half-maximal effect; % is scaled to controls: 0 for no effect and ±100 for the full control effect
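Purified human 12hLO (150 nM final) in 25 mM Hepes, 0.01% Triton X-100, pH 7.0 was preincubated 15 min at room temperature with compound. Then 40 uM arachidonic acid was added, 30 min. Hydroperoxide was read by Fe-XO absorbance ratio 573/405 nm.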
Glioma ERSR ind – qHTS for Inducers of the Endoplasmic Reticulum Stress Response (ERSR) in Human Glioma: qHTS | U87-MG GRP78 promoter luciferase reporter, 16 h | 420,000 tested, 0.02% active | Potency, µM, for inactives: top-dose activation, most hits filed as activators | AID 602332, 2012; also: potency is read from the fitted curve at half-maximal effect; series mostly up to about 76 µM; % of control where 0% means no effect; nearly all actives have a fitted effect of over 35% in size
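Stably transfected U87-MG human glioma cells carrying a GRP78-based luminescent sensor were seeded at 1000 cells/well, pin-dosed with compounds and incubated 16 h. Luciferase reagent was then added, and end-point luminescence was read after 10 min at room temperature.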
* hit, by the source's call; ? = inconclusive; . = not tested or not shown; & = joins results of further samples; [ ] = dose if it differs, or a comment. Unless noted, calls follow the shape of the dose curve; as a rule, active = well fitted curve in the direction sought with a large enough effect; inconclusive = small, poorly fitted or top-dose-only effect, or another doubt; inactive = no such curve, though single readings can be large; an effect the other way counts as inactive or inconclusive.

SMILES	D2 ag	Vif-APOBEC3G blk	ERG Ets-DNA blk	LDHA block	RGS4 inh	D2 antagonist	Vif-APOBEC3F blk	ALOX12 inh	Glioma ERSR ind
COc1ccc(-c2cc(C(F)(F)F)nc(SCCC(=O)N3CCOCC3)n2)cc1	0.2	0%	-7%	-8	-7%	-5	-9%	401%[activator]	-2%
Cc1noc(C(=O)Nc2ccc3c(c2)OCO3)c1Cl	-0.3	0%	-7%	1	11%	54*	1%	13%	-1%
CCN(C(=O)Cc1ccc(Br)cc1)C1CCCCC1	-0.1	-2%	-1%	-5	27%	20	-6%	-9%	-4%
COc1ccc(OC)c(CNC(=O)CN(c2ccc(C)cc2)S(=O)(=O)N(C)C)c1	0.2	-6%	3%	0	14%	.	3%	-15%	-3%
O=C(NCc1ccccc1)C(=O)c1cn(CC(=O)N2CCOCC2)c2ccccc12	0.4	-4%	2%	-6&-1	31%	1	-19%	?	-2%
Cc1cc(S(=O)(=O)Nc2ccc(C(=O)NCC(c3ccco3)N3CCCCC3)cc2)ccc1F (centres undefined)	-0.3	0%	11%	-7	17%	2	0%	-14%	-4%
CC1=C(C(=O)Nc2ccc(C)cc2C)C(CC(C)C)n2nc(SCc3ccccc3C)nc2N1 (centres undefined)	-0.6	1%	1%	-19	5%	.	3%	-12%	1%
O=c1[nH]nc2n1CCCCC2	2.1	2%	1%	-2	-7%	-15	3%	25%&5%	-4%
CC(C)(C)c1cc(=O)n2c(C#N)c(C#N)nc2[nH]1	0.7	-5%	8%	-5	20%	-1	.	0%	-2%
CCOc1ccc(NC(=O)CSc2nnc3c(C)cc4ccccc4n23)cc1	-2.1	.	0%	2	-4%	.	.	-12%	.
COc1ccc(C2(Nc3cccc(F)c3)C(=O)c3ccccc3C2=O)cc1	-1.5	-4%	6%	-2	-5%	.	0%	?	-3%
CCOc1cc2[nH]c(=O)n(CCCCCC(=O)NC3CCCC3)c(=O)c2cc1OCC	0.0	-3%	7%	-2	25%	-18	-4%	2%	-3%
CN(C)CCC(c1ccccc1)c1ccccn1 (centres undefined)	0.3&1.2	-3%&-2%&0%	-9%&1%&7%	-3&-13&-5	4%	-3&3	4%&-4%&8%	11%&-1%&-11%	-1%&-3%&-1%&-6%&2%&-3%
O/N=C/c1ccc(OCC(O)COc2ccc(/C=N/O)cc2)cc1	0.0	1%	-2%	-10	-12%	24	-3%	0%	-2%
O=C(Nc1ccc([N+](=O)[O-])cc1)C1(c2ccccc2)CCOCC1	0.1	-1%	-5%	-6	-10%	-5	-12%	0%	-1%
O=C(COC(=O)CCC(=O)c1ccc2c(c1)OCCO2)NCc1ccc2c(c1)OCO2	0.0	-5%	-2%	-4	14%	11	.	-8%	-6%
NC(=O)[C@H]1CC2(CC(c3cccc(NC(=O)COc4ccc(Cl)cc4)c3)=NO2)CN1C(=O)[C@H]1CCC(=O)N1 (some centres undefined)	.	5%	13%	-4	12%	.	4%	0%	-2%
CC(=O)Nc1ccc(S(=O)(=O)N2CCN(Cc3csc(C)n3)CC2)cc1	0.2	-1%	-8%	-4	-1%	-7	1%	.	-4%
Cc1cc(C)n(-c2nnc(C)n2/N=C/c2ccccc2OCc2ccccc2Cl)n1	0.5	0%	-4%	-2	-13%	17	-8%	160%[activator]	5%
CCCC(=Nc1ccc(N)cc1)C1=C(O)C(C(=O)OC)C(C)(C)CC1=O (centres undefined)	0.2	-2%	?	21	-14%	-10	0%	-8%	-1%
O=C(CN(C(=O)c1csnn1)c1ccc2c(c1)OCCO2)NCc1ccccc1	-0.4	0%	15%	-3	10%	-18	-2%	7%	2%
Cc1ccnc(NC(=S)NC(=O)c2ccco2)c1	-0.8	-1%	11%	1	5%	3	?	?	2%
COc1ccc(NC(=S)N/N=C/c2cccn2Cc2ccc(F)cc2Cl)cc1	0.3	1%	1%	0	0%	5	5%	?	-2%
Cc1ccc(C(=O)NC2(C(F)(F)F)C(=O)Nc3c2c(=O)[nH]c(=O)n3CCc2ccccc2)cc1 (centres undefined)	0.1	1%	-4%	-12	14%	.	3%	-3%	-2%
S=C(NCC1CCCO1)Nc1ccc(Cl)cc1Cl (centres undefined)	-0.5	1%	-12%	-3	-18%	6	13%	-29%	0%
CCN(CC)S(=O)(=O)c1ccc(C)c(NC(=O)Cc2ccc(S(=O)(=O)N3CCOCC3)s2)c1	-0.5	3%	18%	6	-2%	18	-4%	0%	-7%
CC(Sc1nc2c(c(=O)[nH]1)CCCC2)C(=O)Nc1ccccc1C#N (centres undefined)	0.4	4%	-3%	-2	13%	-4	-2%	-7%	-1%
Cc1c(-c2ccccc2)n(O)[n+]([O-])c1-c1ccccc1	.	2%	.	-6	.	.	-1%	?	-3%
COc1ccc(NC(=O)CC(C(=O)O)C(C)c2ccccc2)cc1 (centres undefined)	0.9	0%	2%	-11	-16%	-9	0%	14%	-4%
Cc1ccc(-c2ccc(C(=O)Nc3ccccc3)o2)c2ccccc12	-1.3	-7%	20%	5	?	12	-8%	-18%	3%
CCCC(=O)Nc1nnc(CC(=O)OCC)s1	0.3	0%	1%	-1	-11%	-17	-13%	-9%	-1%
S=C(NC1CCCCC1)NC1CC2C=CC1C2 (centres undefined)	-0.2	0%	-9%	-4	23%	-10	-1%	19%	1%
O=C(COC(=O)COc1ccccc1[N+](=O)[O-])Nc1ccccc1Br	-1.3	1%	7%	-3	16%	-15	-1%	-10%	-2%
Cc1cc(C)c2c(c1C)C(=O)CCC2	.	1%	8%	-8	-8%	.	-6%	-30%	-5%
COc1ccc(NC(=O)c2ccc(-c3nn(C)c(=O)c4ccccc34)cc2)cc1C(N)=O	-0.5	1%	-7%	-9	7%	-7	-5%	-5%	1%
Cn1c(=O)c(-c2ccccc2)cc2ccccc21	.	-3%	9%	-5	-17%	.	8%	-23%	3%
O=C(OCn1nnc2ccccc2c1=O)c1ccc(S(=O)(=O)N2CCOCC2)cc1	-0.9	-1%	-2%	0	-14%	-1	-3%	.	-4%
O=C1c2[nH]nc(-c3ccccc3O)c2C(c2ccccc2F)N1Cc1cccnc1 (centres undefined)	0.0	-6%	1%	-8	10%	.	4%	-8%	-6%
Cc1ccc(-c2noc(CN(C3CCCCC3)S(=O)(=O)c3ccc(Cl)cc3)n2)cc1	0.5	0%	0%	-4	-1%	.	0%	-3%	-3%
COc1ccc(N/N=C/c2c(C(=O)O)ccc3ccccc23)cc1	3.1	-20%	7%	4	-17%	-4	-12%	?	2%
CN(C)c1ccc(S(=O)(=O)N2CCCCC2)cc1NC(=O)C1CSC2(C)CCC(=O)N12 (centres undefined)	0.0	-12%	-1%	-3	7%	-3	-3%	2%	-4%
Cc1ccccc1NC(=O)CSc1nc(-c2ccc(F)cc2)c2cccc(C)c2n1	1.4	11%	-4%	-11	-12%	.	-7%	-17%	-2%
O=C(COC(=O)c1ccccc1NC(=O)c1ccco1)NCc1ccc2c(c1)OCO2	-0.6	-4%	-3%	-7	?	-12	-10%	2%	-7%
COC(=O)c1ccc(N)nc1	-0.5	-2%	-15%	-5	-3%	6	17%	-4%	1%
CCC(CC)c1nn2c(=O)cc(COc3ccc(NC(=O)c4ccc(Cl)cc4)cc3)nc2s1	0.1	1%	0%	-2	-20%	.	1%	-9%	-2%
NS(=O)(=O)c1ccc(NC(=O)CCC(=O)N2CCOCC2)cc1	1.1	6%	-4%	-2	-24%	-5	13%	-17%	-6%
Cc1c(C(=O)NCc2ccccc2)oc2ccc(S(=O)(=O)N3CCC(C)CC3)cc12	0.4	0%	1%	-4	19%	.	-5%	6%	-3%
O=C(Sc1ccccc1)c1cccc(Cn2cc(C(F)(F)F)ccc2=O)c1	0.3	-9%	2%	1	-34%	-26	1%	375%[activator]	-1%
COC(=O)CSc1nc2cc(Cl)ccc2c(=O)n1C1CCCC1	0.9	0%	2%	-1	-16%	8	0%	7%	-2%
Cc1ccc(F)c(NC(=O)CCOc2ccccc2C)c1	0.0	1%	-15%	-3	-2%	-15	-3%	0%	1%
CCc1cccc(NC(=O)CCSCCC(=O)Nc2cccc(CC)c2)c1	-0.3	1%	0%	1	-11%	6	6%	-5%	-5%
O=C(C[n+]1cccc(O)c1)Nc1ccc(Br)cc1	0.9	5%	-10%	-1	-35%	-1	6%	-4%	-3%
CN(C)/C=N/S(=O)(=O)c1ccc(Cl)c(Cl)c1	-1.2	5%	-6%	-2	6%	-9	-8%	43%[activator]	-2%
CCOC(=O)c1c(C)n(-c2ccccc2)c2ccc(OC(=O)c3cccc(C)c3)cc12	1.3	3%	1%	-6	17%	.	-6%	-22%	-3%

Bioassay records as filed in PubChem.

Some of the compounds tested; count on the stated rates, not on these rows.
